NadD inh – blocks S. aureus nicotinate mononucleotide adenylyltransferase. 0.78% of 360,000 active. inhibition, % at 20 µM. purified NadD enzyme, colorimetric absorbance read-out; in the data active = inhibition above about 26%; also: some compounds past the cut are filed as inactive
LMPTP inh – LMPTP (human) inhibition | inhibition, % at 20 µM | P24666 | AID 651560 | recombinant LMPTP-A, OMFP fluorogenic substrate, fluorescence intensity | 0.22% of 360,000 active;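 active = compounds that cut the enzyme signal by at least half of the control window in the single-dose screen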;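 also: plate controls were DMSO wells with enzyme plus substrate for no effect and substrate without enzyme for full effect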
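material = LMPTP-A | quantity = 0.625 nM enzyme | reagent = OMFP substrate, 400 µM final | buffer or medium = Bis-Tris pH 6.0, DTT, detergent | detection = endpoint fluorescence intensity from OMFP dephosphorylation | dosing = single 20 µM dose | read-out basis = % inhibition relative to no-enzyme and uninhibited control wells | control set = no-enzyme and uninhibited controls | timing = 50 min at room temperature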
Tb MetRS inh – Trypanosoma brucei MetRS inhibition | purified T. brucei MetRS, ATP depletion, Kinase-Glo luminescence | inhibition, % at 11.9 µM | 0.4% of 360,000 active | AID 624268;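 active = inhibition above a per-plate cutoff of the control wells' mean inhibition plus 3 SD, cut at about 5.5% in these data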;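 also: 0% = DMSO wells median and 100% = median of wells with control inhibitor compound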
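Assay system: T. brucei methionyl-tRNA synthetase, purified | Medium: HEPES buffer with MgCl2, KCl, DTT, spermine, BSA, pyrophosphatase | Compound: 11.9 µM single point | Incubation: 15 min enzyme-compound preincubation, 2 h reaction, 10 min detection, 25 °C | Measured by: Kinase-Glo luciferase luminescence reporting remaining unconsumed ATP | Measure: % inhibition normalized to control-well medians | Replication: Singlicate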
CendR NRP1 mod – alters CendR peptide binding to human NRP-1 | inhibition, % at 25 µM | 0.85% of 360,000 active | FAM-RPARPAR peptide binding to NRP-1, fluorescence polarization | O14786;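 active = inhibition or corrected inhibition above about 18%, plus a signal ratio from 0.5 to 1.5, limit read from the data, passing the limit was not always enough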; also: strong numbers were not always called active
Neddyl block – blocks human cullin neddylation | P61081+Q13564 | TR-FRET cullin neddylation, biochemical | calls only at 25 µM | 0.58% of 360,000 active | AID 651699; in the data active = inhibition above about 36%
Target sequence (P61081 whole entry, looked up): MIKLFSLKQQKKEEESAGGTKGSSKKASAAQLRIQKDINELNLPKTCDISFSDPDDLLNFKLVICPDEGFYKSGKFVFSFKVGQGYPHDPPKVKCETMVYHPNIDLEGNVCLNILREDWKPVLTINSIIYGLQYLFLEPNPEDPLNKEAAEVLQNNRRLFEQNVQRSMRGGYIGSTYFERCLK
Target sequence (Q13564 whole entry, looked up): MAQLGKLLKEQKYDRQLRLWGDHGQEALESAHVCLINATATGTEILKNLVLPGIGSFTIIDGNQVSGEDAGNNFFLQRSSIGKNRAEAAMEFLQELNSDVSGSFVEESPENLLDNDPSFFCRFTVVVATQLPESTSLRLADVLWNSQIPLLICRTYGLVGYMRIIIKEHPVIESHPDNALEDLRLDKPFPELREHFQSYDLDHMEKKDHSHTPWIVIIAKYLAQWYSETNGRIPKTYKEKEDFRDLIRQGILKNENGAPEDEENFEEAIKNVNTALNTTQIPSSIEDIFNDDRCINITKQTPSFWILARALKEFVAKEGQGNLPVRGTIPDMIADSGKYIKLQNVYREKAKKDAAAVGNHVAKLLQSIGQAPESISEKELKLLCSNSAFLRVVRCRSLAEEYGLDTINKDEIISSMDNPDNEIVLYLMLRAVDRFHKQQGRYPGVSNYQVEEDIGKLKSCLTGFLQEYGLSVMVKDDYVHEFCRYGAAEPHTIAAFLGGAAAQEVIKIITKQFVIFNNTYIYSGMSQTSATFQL
SUMO1 PPI mod – alters human SUMO1 binding to SIM partners | P63165 | SUMO1 binding to a labelled peptide, TR-FRET, 1 h | inhibition, % at 20 µM | 0.33% of 360,000 active | AID 602429; in the data active = inhibition above about 37%
STEP inh – STEP (human) phosphatase inhibition; P54829; inhibition, % at 20 µM; 0.25% of 360,000 active; recombinant STEP, OMFP fluorogenic substrate, fluorescence;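 active = inhibition at 20 µM, scaled per plate between control wells, above about 37%, limit read from the data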;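 also: 0% = DMSO with enzyme and substrate and 100% = substrate only without enzyme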
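Assay system: isolated STEP enzyme. Buffer or medium: pH 6.0 Bis-Tris with DTT and Tween 20. Also added: fluorogenic phosphatase substrate OMFP at 25 µM final. Dosing: 20 µM, 1% DMSO. Timing: 20 min reaction, room temperature, in the dark. Measured by: fluorescence intensity, excitation 480 nm, emission 540 nm. Evaluation: normalized % inhibition.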
SKN-1 inh – blocks SKN-1 activity in C. elegans; C. elegans VP596 Pgst-4::GFP/RFP ratio, acrylamide-induced, 24 h; inhibition, % at 21.8 µM; 0.49% of 360,000 active;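 active = interference check ratio from 0.5 to 1.5 plus GFP to RFP signal ratio inhibition reaching or exceeding a fixed threshold, cut at about 30% in these data, passing the limit was not always enough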; also: some compounds called inactive have numbers as strong as hits
DNMT1 block – DNMT1 (human) enzyme inhibition | inhibition (reported as % activation of signal), % at 10 µM | 0.83% of 360,000 active | DNMT1 molecular beacon, Hinp1I cleavage, fluorescence | AID 588458 | P26358; in the data active = inhibition above about 50%
Scp-1 inhibitor – blocks human Scp-1 phosphatase activity. Q9GZU7. inhibition, % at 20 µM. Recombinant Scp1, phosphopeptide, malachite green phosphate absorbance. AID 493091. 0.88% of 340,000 active;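 active = inhibition above about 50% at 20 µM, limit read from the data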;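 also: plate controls were DMSO wells with enzyme for no effect and wells lacking enzyme for full effect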
Target sequence (Q9GZU7 76-261 limits assumed): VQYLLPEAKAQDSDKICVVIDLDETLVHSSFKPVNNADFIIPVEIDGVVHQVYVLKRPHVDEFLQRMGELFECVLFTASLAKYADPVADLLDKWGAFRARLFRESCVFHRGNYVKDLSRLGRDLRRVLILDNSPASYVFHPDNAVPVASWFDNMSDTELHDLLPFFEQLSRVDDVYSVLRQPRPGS
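Test system: SCP-1 phosphatase catalytic domain, residues 76-261; measured by: colorimetric phosphate reagent with accelerator and stabiliser, absorbance at 630 nm; timing: enzyme reaction 45 min at room temperature, colour 5 min, stabilisation 30 min; also added: Phosphorylated 17-residue peptide substrate; compound dosing: one concentration, 20 µM, with 1.0% DMSO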
* hit, by the source's call; i = inactive; · = no result given; & = joins results of further samples.

mol	SUMO1 PPI mod	DNMT1 block	Neddyl block	SKN-1 inh	STEP inh	LMPTP inh	CendR NRP1 mod	Scp-1 inhibitor	NadD inh	Tb MetRS inh
COC(=O)C1=C(N)N(c2ccccc2F)C2=C(C(=O)CC(C)(C)C2)C1c1ccc(OC)c(OC)c1 (stereo unspecified)	-2	0	i	14	-2	-0.6	6	4	-2	-1.1
O=C(c1ccncc1)N1N=C(c2ccc(Br)cc2)CC1c1ccccc1O (stereo unspecified)	-11	-4	i	31	1	2.1	0	-3	11	0.5
CCOc1cccc(NC(=O)C2CC(=O)NC(=Nc3ccccc3)S2)c1 (stereo unspecified)	0	-7	i	-7	-6	1.1	2	-2	1	-0.5
CN(C)CCN(C(=O)c1ccc(S(=O)(=O)N(C)C)cc1)c1nc2cc3c(cc2s1)OCCO3	-1	1	i	-11	2	-1.6	2	-3	-4	-1.2
NS(=O)(=O)c1ccc(NC(=O)CCC(=O)O)cc1	4	-4	i	9	1	-1.2	-2	·	2	-0.4
CC(=O)Nc1ccc(C(=O)NC2CCCC2)cc1	13	4	i	-3	2	0.1	1	0	2	-0.2
O=C(Nc1nnc(-c2ccccc2)o1)c1cccc(S(=O)(=O)N2CCOCC2)c1	13	1	i	3	4	-0.5	0	-5	9	-0.3
CCN(CC)C(=O)Cc1c(OC)ccc2cc(Br)ccc12	-17	1	i	1	2	0.6	4	-3	-1	-0.3
CCCCNc1c(-c2cccc(-c3cc(C(C)=O)cs3)c2)nc2ccc(C)cn12	-6	-20	i	14	-2	13	-3	8	5	-0.3
Cc1ccccc1CS(=O)(=O)Cc1ccc(C(=O)NCCCN2CC(C)CC(C)C2)o1 (stereo unspecified)	-2	-2	i	1	3	0.7	-22	-17	-8	-0.2
CN1CCN(CC(=O)O)CC1	0	0	i	8	2	-2.4	4	-6	-2	-0.6
CCn1nnc(-c2ccccc2NS(=O)(=O)c2ccc(S(=O)(=O)N(C)C3CCCCC3)cc2)n1	-2	-2	i	6	1	2.2	-5	-14	-3	-0.4
CC1CC(C)(C)N(C(=O)CSc2ccc(-c3ccc(F)cc3)nn2)c2ccccc21 (stereo unspecified)	-3	-5	i	6	-3	5.9	0	3	1	-0.2
COC(=O)c1c(-c2ccccc2)csc1N1C(=O)Nc2ccccc2N1O	4	4	i	1	-3	0.2	-5	-9	-1	-0.7
COc1cc(OC)cc(C(=O)NC(=S)N2CCCCCC2)c1	0	3	i	-4	6	-1.0	13	-6	1	-0.2
CC1=C(C(=O)N(C(C)C)C(C)C)CC(CC(=O)NCCc2ccccn2)C(=O)N1CCCN1CCCC1=O (stereo unspecified)	5	10	i	5	-4	-0.4	-2	·	-6	-0.8
CCCCCN(C(=O)NC(=O)Nc1ccc(C)cc1)S(=O)(=O)c1ccccc1	0	-4	i	0	2	-1.0	9	-8	-2	0.1
COC(=O)C1=C(C)NC(=O)/C1=C\c1cc(C)n(-c2c(C)cccc2C)c1C	0	-14	i	18	0	1.5	-27	2	18	-0.4
O=C(/C=C/c1cccs1)N1CCN(c2ccccc2F)CC1	-5	5	i	-2	-1	-1.3	-2	-3	-2	-0.4
CCC1CCCCN1CCCNC(=O)C1CCCN(c2ncnc3c2nc2n3CCCCC2)C1 (stereo unspecified)	2	1	i	13	-2	0.3	-7	-6	-2	-0.1
COCCCn1c(=O)c2sccc2n(Cc2ccc(C)cc2)c1=O	6	-1	i	20	2	-1.3	-12	-2	5	-0.6
Cc1cc(OCC(=O)NC2CCN(Cc3ccccc3)CC2)c2c(C)c(C)c(=O)oc2c1	-3	9	·	5	-2	-0.4	8	4	-4	-0.8
COC(=O)[C@H](CC(C)C)NC(=O)NCCCc1ccccc1	-1	0	i	7	0	-1.7	-8	-5	-2	-0.8
CC(NC(=O)c1ccc(NC2=NC3CS(=O)(=O)CC3S2)cc1)c1ccccc1 (stereo unspecified)	-3	-1	i	-9	0	-1.7	-8	-4	5	0.1
O=C(NNC(=O)C1CCCO1)c1ccc(F)cc1 (stereo unspecified)	1	-3	i	-4	-5	-0.9	-6	-6	-3	-0.4
O=c1oc(-c2ccco2)nc2sc3c(c12)CCCCC3	-3	4	·	4	-3	-1.8	-15	-9	-6	-0.6
COc1cc2ccccc2cc1C(=O)Nc1ccccc1N1CCN(S(C)(=O)=O)CC1	-1	-3	i	3	-1	1.7	11	-14	6	-0.3
Cc1nnc(SCC2=C(C(=O)O)N3C(=O)C(NC(=O)c4cccc(F)c4F)C3SC2)s1 (stereo unspecified)	13	8	i	4	-1	0.9	-19	21	4	0.0
O=C(NC(CO)Cc1ccc([N+](=O)[O-])cc1)C(Cl)Cl (stereo unspecified)	-15	0	i	14	-1	-1.2	10	-3	-1	-1.2
COc1cccc(NC(=O)CN(C)C(=O)c2cccc(S(=O)(=O)Nc3ccc(C)cc3)c2)c1	-3	-4	i	7	0	0.9	4	-6	-9	-0.1
COc1ccc(N2CC(C(=O)N[C@@H](C)C(=O)NCc3ccccc3OC)CC2=O)cc1 (stereo partly specified)	0	-1	i	-9	-1	-0.8	3	6	8	0.1
O=C(COc1cccc(NC(=O)c2cccc([N+](=O)[O-])c2)c1)c1ccc(F)cc1	-15	-6	i	-3	7	3.2	-8	-2	-6	-0.4
O=C(C1CCN(S(=O)(=O)c2ccccc2)CC1)N1CCc2ccccc21	2	-1	i	-10	3	-0.5	3	-10	-1	0.2
CN1CCN(NC(=O)Nc2cccc(Cl)c2Cl)CC1	3	1	i	-1	0	2.6	1	-5	-8	-0.6
O=C(N/N=C/C=C\c1ccccc1)c1cnccn1	-20	4	i	4	-4	0.0	-15	1	-1	-0.2
C=C1C(=O)O[C@H]2C[C@]3(C)C([C@@H](OC(=O)/C(C)=C/C)[C@H]12)[C@](C)(O)CC[C@H]3O (stereo partly specified)	-3	7	i	6	1	-1.3	14	-4	-6	-1.1
CSCCC1NC(=O)N(CC(=O)Nc2ccc3c(c2)OCCO3)C1=O (stereo unspecified)	-2	-5	i	-14	-2	-0.3	2	5	-4	-0.1
CC1CCCN(C(C(=O)Nc2ccc3c(c2)OCO3)c2ccccc2)C1 (stereo unspecified)	0	-1	i	-20	-3	-0.7	-19	-3	2	-0.4
O=C(CN(CC1CCCO1)C(=O)CCC(=O)Nc1ccccn1)NCC1CCCO1 (stereo unspecified)	-1	-2	i	-12	-1	-1.3	6	-2	-3	0.3
O=C(NC1CCCCCC1)C1CCC(CNS(=O)(=O)c2ccc(Br)s2)CC1 (stereo unspecified)	-1	5	i	-3	-2	0.1	-6	3	6	0.9
COc1cc(C=O)ccc1OCc1ccc(Cl)nc1	2	0	i	2	-5	-1.6	-7	5	-6	-0.9
O=C(Nc1ccccc1)OCCOc1ccccc1	0	-2	i	-20	-2	-1.3	3	7	-8	-1.2
CCCCCn1c(=N)n(CC(O)COc2ccccc2OC)c2ccccc21 (stereo unspecified)	2&-4	0&2	i	-12&-24	-2&0	-0.4&-0.2	2&3	-3&3	-5&0	-0.5&-0.7
COc1ccc(C(=O)OCCN2CCN(C3=NS(=O)(=O)c4ccccc43)CC2)cc1OC	9	3	i	4	2	-0.8	5	-3	-2	-0.4
CCN(CC)CCCNc1cc(C(F)(F)F)c(C#N)c2nc3ccccc3n12	-12	-2	·	13	-3	0.0	-27	-6	1	0.3
Nc1cc(=O)[nH]c(SCc2nnc(-c3ccccc3)o2)n1	7	-3	i	-6	-2	-1.2	10	-5	-1	-0.5
COc1ccc(O)c(C2=Nc3ccccc3N=C(c3ccccc3)C2)c1	-3	-4	i	8	16	1.0	-14	3	2	-0.2
Cc1ccc(Nc2nc(CSc3nnc(-c4cccnc4)n3-c3ccccc3C)cs2)cc1	0	-22	i	21	1	1.3	-4	0	13	0.3
CN(CC(=O)Nc1ccc(Cl)c(C(F)(F)F)c1)S(=O)(=O)c1cnc[nH]1	32	-3	i	5	1	-0.1	-4	·	1	0.7
Cc1ccc(S(=O)(=O)/C(C#N)=C/c2c(N3CCN(C)CC3)nc3c(C)cccn3c2=O)cc1	-3	0	i	-25	3	2.7	-20	-5	0	-0.6
COc1ccccc1C1=NNC(=NCc2ccccc2)SC1	3	-3	i	-1	2	1.9	4	3	-5	-0.5
Cc1ccc(C(=O)NNC(=O)CSc2nnc3c(n2)[nH]c2ccc(C)cc23)cc1	5	6	i	11	-1	-1.1	-6	2	-2	-0.3

3 entries already listed, sorted by length of the SMILES, highest first:
mol	SUMO1 PPI mod	DNMT1 block	Neddyl block	SKN-1 inh	STEP inh	LMPTP inh	CendR NRP1 mod	Scp-1 inhibitor	NadD inh	Tb MetRS inh
Cc1ccc(C(=O)NNC(=O)CSc2nnc3c(n2)[nH]c2ccc(C)cc23)cc1	5	6	i	11	-1	-1.1	-6	2	-2	-0.3
Cc1ccc(Nc2nc(CSc3nnc(-c4cccnc4)n3-c3ccccc3C)cs2)cc1	0	-22	i	21	1	1.3	-4	0	13	0.3
COc1ccccc1C1=NNC(=NCc2ccccc2)SC1	3	-3	i	-1	2	1.9	4	3	-5	-0.5
